HEK293 tox: qHTS of GLP-1 Receptor Inverse Agonists: Cytotox Screen. AID 624418, 2012. Potency, µM (titrated, usually from 38.3 µM), inactives show at the top dose activity change, negative = inhibition, hits mostly inhibitors. 410,000 tested, 0.13% active. HEK293 cAMP-luciferase reporter cells, luminescence, 24 h;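 further: loss of luciferase light is scored as toxicity; potency means the concentration at half of the fitted maximal effect; on the % scale 0 is the no-effect control and ±100 the full control effect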
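Seeding density was 200 cells/uL; after overnight-length (12 h) culture, 23 nL compounds went on for 24 h at 37 °C. Readout used a luciferase detection reagent, luminescence taken after 12 min at room temperature.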
HT1080 IDH1KD tx: qHTS for induction of synthetic lethality in tumor cells producing 2HG: qHTS for the HT-1080-IDH1KD cell line; HT-1080 IDH1 knockdown viability, ATP luminescence, 48 h; Potency, µM (titrated, usually from 46.1 µM), without a hit: at the top dose activity, negative = toxicity, hits mostly cytotoxic; 360,000 tested, 2% active; AID 686971, 2013;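 further: potency means the concentration at half of the fitted maximal effect; 0% = DMSO wells and -100% = cell-free medium wells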
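After a 2 h attachment period, IDH1KD HT-1080 cells took pin-transferred compound for 48 h at 37 °C; ATP-based luminescence after 10 min room-temperature reagent incubation reported viability.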
HT1080NT lethal: qHTS for induction of synthetic lethality in tumor cells producing 2HG: qHTS for the HT-1080-NT fibrosarcoma cell line | HT-1080-NT fibrosarcoma viability, CellTiter-Glo ATP luminescence, 48 h | Potency, µM (doses to about 46.1 µM), for inactives: at the top dose activity, negative = less viability, most hits filed as cytotoxic | 360,000 tested, 1.6% active;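 further: NT is the 2HG producing partner of a matched IDH1 knockdown line; potency means the concentration at half of the fitted maximal effect; 0% = DMSO-treated cells and -100% = media-only wells without cells; nearly all actives have a fitted effect of over 55% in size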
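Viability of the 2HG-overproducing fibrosarcoma line after 48 hours of compound exposure at 37 degrees C was determined by luminescence with CellTiter-Glo, and concentration-effect curves were then fitted and categorized.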
MCF10A rerep: A quantitative high throughput screen for small molecules that induce DNA re-replication in MCF 10a normal breast cells; MCF 10A DNA re-replication, Hoechst nuclear intensity, 48 h; Potency, µM (titrated, usually from 46.1 µM), inactives show at the top dose activity, positive = re-replication, actives largely listed as activators; 350,000 tested, 2.9% active; further: potency means the concentration at half of the fitted maximal effect; % of control where 0% means no effect; nearly all actives have a fitted effect of over 50% in size
IL-1B inflam inh: qHTS for Inhibitors of Inflammasome Signaling: IL-1-beta AlphaLISA Primary Screen. THP-1 LPS/ATP IL-1B secretion, AlphaLISA, 16 h; active compounds read low. 360,000 tested, 4.7% active. activity change, % at 57.5 µM; in the data active means activity change below about -50%; inconclusive means mostly about -30% to -49%; further: on the % scale 0 is the no-effect control and ±100 the full control effect
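THP-1 cells pretreated 1 hr with compounds (up to 57.5 uM final), then stimulated with LPS (250 ng/mL final) plus ATP (1.25 mM final); secreted IL-1B measured by AlphaLISA after 16 hr, decreased signal indicating inhibition.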
KB-V1 MDR tox: qHTS assay for MDR1-selective chemotherapeutics: Primary screen using the drug-selected MDR subline cells KB-V1. KB-V1 MDR cells viability, CellTiter-Glo, 72 h. Potency, µM (highest dose often 46.1 µM), for the others: top-dose activity change, negative = cytotoxicity, usual class: cytotoxic. 400,000 tested, 3.4% active. AID 1347076, 2019; further: potency means the concentration at half of the fitted maximal effect; on the % scale 0 is the no-effect control and ±100 the full control effect; nearly all actives have a fitted effect of over 60% in size
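Readout: CellTiter-Glo luminescence, 10 min after addition. Cells: KB-V1 MDR subline, 72 h at 37 degrees C with compound. Analysis: corrected, normalized data fitted to concentration-effect curves.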
DRD3 agonist: qHTS of D3 Dopamine Receptor Agonist: qHTS | max activation, % | 410,000 tested, 0.58% active | D3R DiscoveRx beta-arrestin cells, luminescence, 90 min; in the data active means max activation above about 30%; further: 0% is about no effect; mostly tested at two doses, the higher about 12 µM
Target sequence (P35462 whole entry, looked up): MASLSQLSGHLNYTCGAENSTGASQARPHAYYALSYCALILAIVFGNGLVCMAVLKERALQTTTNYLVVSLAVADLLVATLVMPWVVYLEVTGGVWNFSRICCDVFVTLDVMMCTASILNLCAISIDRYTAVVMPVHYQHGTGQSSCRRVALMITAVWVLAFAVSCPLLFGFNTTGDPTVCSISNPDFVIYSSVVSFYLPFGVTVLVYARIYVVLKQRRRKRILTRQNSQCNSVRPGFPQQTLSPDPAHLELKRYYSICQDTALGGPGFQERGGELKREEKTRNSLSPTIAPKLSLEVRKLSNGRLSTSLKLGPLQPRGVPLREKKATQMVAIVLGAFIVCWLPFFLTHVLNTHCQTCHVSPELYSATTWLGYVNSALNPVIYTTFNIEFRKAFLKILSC
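Agonist mode: compounds and dopamine controls were applied to plated cells for 90 min at 37 degrees C after an overnight attachment at 1500 cells/well. Luminescent read-out followed 30 - 60 minutes at room temperature with DiscoveRx detection reagent.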
KB-3-1 tox: qHTS assay for MDR1-selective chemotherapeutics: Primary screen using the parental adenocarcinoma cell KB-3-1. AID 1347075, 2019. KB-3-1 viability, CellTiter-Glo ATP luminescence, 72 h. 400,000 tested, 1.4% active. Potency, µM (highest dose often 46.1 µM), for the others: top-dose activity change, negative = cytotoxic, actives largely listed as cytotoxic; further: potency means the concentration at half of the fitted maximal effect; on the % scale 0 is the no-effect control and ±100 the full control effect; nearly all actives have a fitted effect of over 60% in size
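Here the drug-naive KB-3-1 line serves as comparator for MDR sub-line selectivity; cells received compound titrations, 72 h at 37 °C, then CellTiter-Glo readout.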
SW480 rereplic: A quantitative high throughput screen for small molecules that induce DNA re-replication in SW480 colon adenocarcinoma cells; SW480 DNA re-replication, Hoechst DNA content imaging, 48 h; Potency, µM (highest dose often 46.1 µM), for the others: at the highest dose re-replication activation, actives largely listed as activators; AID 624297, 2012; 340,000 tested, 1.8% active; further: potency means the concentration at half of the fitted maximal effect; % of control where 0% means no effect; nearly all actives have a fitted effect of over 55% in size
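250 cells/well; 23 nL cpd via pin tool; 48 hr, 37 C, 5% CO2; Hoechst 40 min; imager read of total nuclear intensity, ex 405/em 500-530 nm.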
* marks the source's active call; other numbers are inactive results; ? = inconclusive; / = not tested or not shown; & = joins results of further samples; [ ] = another dose, or the depositor's remark. Unless noted, the call rests on the fitted dose curve; in most records, active means well fitted curve in the direction sought with a large enough effect; inconclusive means small, poorly fitted or top-dose-only effect, or another doubt; inactive means no such curve, though single readings can be large; an effect the other way counts as inactive or inconclusive. Random draw from the library. Share with any hit: about 11%.

#1 CC(C)/C=C1\CC/C(=C\c2cccnc2)C1=O
#2 COc1ccccc1NC(=O)CCS(=O)(=O)c1ccc2c(c1)oc(=O)n2C
#3 Cc1ccc(C(=O)CCC(=O)NNC(=O)c2ccccc2O)cc1
#4 O=C(CCSc1ccc(Cl)cc1)N1CCOCC1
#5 Cc1ccc(-c2nnc(CSc3nnc(COc4ccccc4)n3-c3ccc(C)cc3)o2)cc1
#6 CC(C)(C)C(=O)Nc1ccccc1C(=O)NCCCn1ccnc1
#7 Cc1cc(OCCCC(=O)NNC(=O)c2ccncc2)ccc1Cl
#8 Nc1ccn([C@H]2C[C@H](O)[C@@H](CO)O2)c(=O)n1
Assay by compound	1	2	3	4	5	6	7	8
HEK293 tox	2%	-4%	1%	-1%	-3%	1%	-4%	-1%&3%
HT1080 IDH1KD tx	10%	12%	5%	14%	-12%	-7%	-8%	5%&1%
HT1080NT lethal	8%	7%	0%	20%	-1%	12%	-20%	48%&27%
MCF10A rerep	2%	-2%	21%	-11%	23µM*	3%	1%	-15%&24%
IL-1B inflam inh	-10	-7	25	-10	17	33	25	15&17
KB-V1 MDR tox	3%	-5%	?	-16%	?	0%	0%	12%&0%
DRD3 agonist	-15	2	-1	5	-1	-6	3	22&7
KB-3-1 tox	-11%	6%	20%	4%	5%	12%	7%	0%&0%
SW480 rereplic	3%	7%	-11%	-3%	?	-90%[inhibitor]	-3%	1%&-8%

#9 CN1C(=O)C2C=CC1C1C(=O)N(c3ccccc3)C(=O)C21 (configuration not stated)
#10 COc1ccc2cc(CN(CCc3ccccc3)Cc3nnnn3CC3CCCO3)c(=O)[nH]c2c1 (configuration not stated)
#11 O=C1N/C(=N/N=C/c2ccccc2)SC1(c1ccccc1)c1ccccc1
#12 Cc1cc(=O)[nH]c(SCC(=O)NNC(=O)Cc2ccccc2)n1
#13 FC(F)(F)COc1nc(N/N=C/c2cccnc2)nc(N2CCCCC2c2ccccn2)n1 (configuration not stated)
#14 COCCCn1c(SCC(=O)NC2CCCC2)nnc1-c1ccncc1
#15 COc1ccc(-n2cnnc2SCC(=O)NCc2cccs2)cc1
#16 Cc1ccc(S(=O)(=O)N2CCN(C(=O)COC(=O)COc3ccc(Cl)cc3)CC2)c(C)c1
Assay by compound	9	10	11	12	13	14	15	16
HEK293 tox	-4%	8%	-8%	7%[7.66 µM]	9%[0.307 µM]	-1%	-8%	1%
HT1080 IDH1KD tx	14%	-13%[9.24 µM]	7%	12%	-11%	21%	1%	-7%
HT1080NT lethal	9%	-30%	2%	-2%	0%	14%	0%	-3%
MCF10A rerep	8%	2%	-1%	7%	-1%	9%	10%	4%
IL-1B inflam inh	6	?	3	1	-11	-1	19	0
KB-V1 MDR tox	-3%	-28%	4%	-4%	?	3%	-10%	-6%
DRD3 agonist	3	-20	2	-2	6	0	-4	2
KB-3-1 tox	-4%	5%	0%	-3%	2%	8%	6%	0%
SW480 rereplic	-18%	1%	23%	-1%	-4%	0%	13%	7%

#17 Cc1cc(C)n2nc(SCC(=O)NC(=O)c3ccccc3Cl)nc2n1
#18 CN1CCN(c2ccc([N+](=O)[O-])cc2S(=O)(=O)N2CCOCC2)CC1
#19 COc1cc(CNC(C)(C)CO)cc(Br)c1OCc1ccc(Cl)cc1Cl
#20 Cc1ccccc1N1C(=O)CSC1=C(C#N)C#N
#21 Cn1c(=O)c2c(nc(-n3ccnc3)n2Cc2ccc(Cl)cc2Cl)n(C)c1=O
#22 O=S(=O)(Nc1ccc2ccccc2n1)c1ccc2c(c1)CCO2
#23 O=C(COc1ccc(F)cc1Br)NCc1ccccn1
#24 COc1ccc(CCNC(=O)C(=O)c2cn(CC(=O)N3CCCC3)c3ccccc23)cc1OC
Assay by compound	17	18	19	20	21	22	23	24
HEK293 tox	25%	-8%	-14%	-7%	-8%	3%	-15%	1%
HT1080 IDH1KD tx	0%	14%	16µM*	-1%	-7%	0%	0%	5%
HT1080NT lethal	0%	11%	16µM*	-1%	12%	6%	12%	-4%
MCF10A rerep	?	2%	18µM*	8%	?	-3%	0%	/
IL-1B inflam inh	-6	5	?	26	-26	16	-22	-30
KB-V1 MDR tox	/	-6%	18µM*	-2%	-20%	12%	0%	?
DRD3 agonist	-23	3	1	0	6	-5	1	1
KB-3-1 tox	/	0%	?	7%	-7%	-8%	6%	13%
SW480 rereplic	-6%	4%	18%	1%	3%	-1%	-8%	/

#25 Cc1onc(-c2c(F)cccc2Cl)c1C(=O)OCC(=O)N1C(C)CCCC1C (configuration not stated)
#26 COCCC1CCCCN1C(=O)c1ccc2nc(Cc3ccccc3F)oc2c1 (configuration not stated)
#27 CNC(=O)c1cc(C(=O)c2ccc(C(F)(F)F)cc2)c[nH]1
#28 COc1ccc(CNC(=O)COc2cccnc2[N+](=O)[O-])cc1
#29 Cc1cc(C)n(CNc2nc(C(F)(F)F)cs2)n1
#30 COc1ccc(-c2nc(CSCC(=O)N3CCN(C)CC3)c(C)o2)cc1OC
#31 CCCn1c(-c2cccnc2Cl)nc2cc(Cl)c(Cl)cc21
#32 O=C(c1cnn(C(=O)c2ccccc2)c1)c1ccccc1O
Assay by compound	25	26	27	28	29	30	31	32
HEK293 tox	7%	15%	-5%	3%	-3%	2%	1%	-12%
HT1080 IDH1KD tx	-6%	-3%	2%	7%	14%	0%	?	-16%
HT1080NT lethal	-12%	4%	23%	6%	13%	7%	-11%	9%
MCF10A rerep	?	4%	0%	1%	17%	-1%	?	-2%
IL-1B inflam inh	-22	-15	-7	36	1	-2	7	2
KB-V1 MDR tox	7%	?	4%	10%	0%	0%	16µM*	12%
DRD3 agonist	-3	-4	-12	0	3	2	2	4
KB-3-1 tox	10%	-3%	-3%	?	3%	-9%	7%	-2%
SW480 rereplic	?	1%	2%	-24%	2%	-17%	27%	-9%

#33 Nc1nc2n(n1)C(c1cccs1)CC(c1ccc(F)cc1)N2 (configuration not stated)
#34 COc1ccc(/C=N/Nc2nc(C)cc(-c3ccccc3)n2)c(OC)c1
#35 O=C(CCNC(=O)c1ccc(Br)cc1)NNC(=O)COc1ccccc1F
#36 NC(=O)c1cc(S(=O)(=O)NCc2ccc(Br)cc2)cs1
#37 C=CCC[C@@H](Cc1ccc(F)cc1)C(=O)OC[C@@H](Cc1c[nH]c2ccccc12)NC(=O)[C@@H](CC=C)CC(=O)NCCO
#38 Cc1ccc(OS(=O)(=O)c2cn(C)c(=O)n(C)c2=O)cc1C
#39 CC1CN(C(=O)Nc2ccc(C(=O)NCc3cccc(F)c3)cc2)c2ccccc2S1 (configuration not stated)
#40 COC(=O)C(C(=O)OC)c1ccccc1[N+](=O)[O-]
Assay by compound	33	34	35	36	37	38	39	40
HEK293 tox	-10%	7%	-4%	5%&-1%	-15%	2%[7.66 µM]	-18%	1%
HT1080 IDH1KD tx	4%	21%	5%	0%	-29%	0%	/	5%
HT1080NT lethal	2%	10%	7%	1%	-28%	?	/	8%
MCF10A rerep	21%	-2%	6%	-5%	?	-5%	/	-4%
IL-1B inflam inh	-8	23	4	0	-65*	-16	/	7
KB-V1 MDR tox	-10%	-18%	-21%	23%&33%	0%	-22%	0%	9%
DRD3 agonist	2	2	-4	8&0	-9	-2	-6	2
KB-3-1 tox	4%	-6%	1%	-2%&4%	0%	8%	-3%	6%
SW480 rereplic	-6%	-4%	-2%	?	?	0%	/	-3%[9.22 µM]

Entries from the list above that contain bromine, in the order listed:
#19 COc1cc(CNC(C)(C)CO)cc(Br)c1OCc1ccc(Cl)cc1Cl
#23 O=C(COc1ccc(F)cc1Br)NCc1ccccn1
#35 O=C(CCNC(=O)c1ccc(Br)cc1)NNC(=O)COc1ccccc1F
#36 NC(=O)c1cc(S(=O)(=O)NCc2ccc(Br)cc2)cs1
Assay by compound	19	23	35	36
HEK293 tox	-14%	-15%	-4%	5%&-1%
HT1080 IDH1KD tx	16µM*	0%	5%	0%
HT1080NT lethal	16µM*	12%	7%	1%
MCF10A rerep	18µM*	0%	6%	-5%
IL-1B inflam inh	?	-22	4	0
KB-V1 MDR tox	18µM*	0%	-21%	23%&33%
DRD3 agonist	1	1	-4	8&0
KB-3-1 tox	?	6%	1%	-2%&4%
SW480 rereplic	18%	-8%	-2%	?

(list continues)
#41 CC(=O)Nc1ccc(OCC(O)Cn2nc(C)c(C)c2C)cc1 (configuration not stated)
#42 CC(C)C[C@H](NC(=O)N1CC(=O)Nc2ccccc21)C(=O)N[C@H](Cc1ccccc1)C(=O)O
#43 Cc1cc(C)c2cc(CN(CCCN(C)C)C(=S)NCc3ccccc3)c(=O)[nH]c2c1
#44 CCCn1c(N2CCOCC2)nc2c1c(=O)[nH]c(=O)n2C
#45 O=C(NCCS(=O)(=O)c1ccc(Br)cc1)c1c(F)cccc1F
Assay by compound	41	42	43	44	45
HEK293 tox	15%	-14%	?	12%	-12%
HT1080 IDH1KD tx	14%	2%	?	6%	14%
HT1080NT lethal	18%	0%	?	-1%	5%
MCF10A rerep	-3%	5%	3%	-2%	0%
IL-1B inflam inh	14	5	-73*	16	4
KB-V1 MDR tox	0%	-17%	7%	-11%	12%
DRD3 agonist	7	-9	-8	-11	-5
KB-3-1 tox	5%	0%	-4%	8%	7%
SW480 rereplic	-3%	-37%[inhibitor]	3%	0%	-2%

Screening results from PubChem.
